Screening results deposited in PubChem by National Center for Advancing Translational Sciences (NCATS).
IMPase cell inh = qHTS Assay for Identifying the Cell-Membrane Permeable IMPase Inhibitors. 120,000 tested, under 10 active. inhibition (IP1 accumulation), % at 46.1 µM. Inositol monophosphatase 1 (Rattus norvegicus), P97697. CHO-M1 cells, IP1 accumulation, HTRF TR-FRET ratio; active means well fitted curve in the direction sought with a large enough effect in the signal ratio, not every such curve was filed as active; inconclusive means small, poorly fitted or top-dose-only effect, or a change in a side signal; inactive means no such curve, though single readings can be large or run the other way; the % refers to the signal ratio;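 further: cells stimulated with carbachol in lithium chloride buffer; plate controls were DMSO basal wells for no effect and reference inhibitor wells for full effect; higher means more IMPase inhibition seen as more IP1 and lower FRET ratio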
Target sequence (P97697 whole entry, looked up): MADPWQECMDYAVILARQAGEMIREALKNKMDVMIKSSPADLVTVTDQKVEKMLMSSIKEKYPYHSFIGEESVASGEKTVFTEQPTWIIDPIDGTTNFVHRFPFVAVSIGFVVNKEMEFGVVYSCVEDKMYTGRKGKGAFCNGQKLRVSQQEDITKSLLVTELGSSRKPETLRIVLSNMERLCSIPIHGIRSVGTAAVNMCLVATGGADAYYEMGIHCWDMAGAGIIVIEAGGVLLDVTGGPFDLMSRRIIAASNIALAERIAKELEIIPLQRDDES
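Seeded CHO-M1 cells were dosed with compound at up to 46 uM, stimulated with carbachol for 30 min, then lysed in IP-One detection reagents. Higher IP1 lowers the TR-FRET signal.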
ALOX12 inhib = qHTS Assay for Inhibitors of 12-hLO (12-human lipoxygenase); Polyunsaturated fatty acid lipoxygenase ALOX12 (Homo sapiens), P18054; purified 12-hLO, xylenol orange hydroperoxide absorbance; Potency, µM (series often up to 57.1 µM), for inactives: top-dose activity change, negative = inhibition, most hits filed as inhibitors; hit rate 0.12% among 150,000; further: potency means the concentration at half of the fitted maximal effect; nearly all actives have a fitted effect of over 55% in size; many of its hits are not listed in these tables
Target sequence (P18054 whole entry, looked up): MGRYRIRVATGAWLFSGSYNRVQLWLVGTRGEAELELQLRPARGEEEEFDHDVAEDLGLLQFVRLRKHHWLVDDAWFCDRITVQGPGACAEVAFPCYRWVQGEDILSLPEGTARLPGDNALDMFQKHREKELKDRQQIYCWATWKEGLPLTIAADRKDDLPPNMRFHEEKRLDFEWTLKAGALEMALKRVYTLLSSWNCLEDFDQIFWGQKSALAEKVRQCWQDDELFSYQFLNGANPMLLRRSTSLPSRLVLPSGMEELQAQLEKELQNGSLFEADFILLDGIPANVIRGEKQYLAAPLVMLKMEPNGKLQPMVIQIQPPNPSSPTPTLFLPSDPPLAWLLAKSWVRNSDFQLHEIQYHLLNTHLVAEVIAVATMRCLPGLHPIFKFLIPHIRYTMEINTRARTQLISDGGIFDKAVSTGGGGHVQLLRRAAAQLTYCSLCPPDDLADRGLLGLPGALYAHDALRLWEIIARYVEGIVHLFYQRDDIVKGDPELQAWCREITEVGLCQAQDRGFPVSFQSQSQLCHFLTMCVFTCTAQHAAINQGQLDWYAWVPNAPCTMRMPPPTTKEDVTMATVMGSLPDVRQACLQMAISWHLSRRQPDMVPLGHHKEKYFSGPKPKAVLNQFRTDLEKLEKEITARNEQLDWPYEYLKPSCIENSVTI
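Hydroperoxide output read as Fe(III)-xylenol orange absorbance, 573-to-405 nm ratio, after 30 min reaction with 40 uM arachidonic acid. Enzyme: 150 nM purified human 12hLO, 15 min compound preincubation; 25 mM Hepes pH 7.0, room temperature.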
15-hLO-2 inh = qHTS Assay for Inhibitors of 15-hLO-2 (15-human lipoxygenase 2); purified 15hLO-2, xylenol orange hydroperoxide absorbance; Polyunsaturated fatty acid lipoxygenase ALOX15B (Homo sapiens), O15296; Potency, µM (series often up to 57.1 µM), inactives show top-dose activity change, negative = inhibition, usual class: inhibitors; hit rate 0.56% among 110,000; further: potency means the concentration at half of the fitted maximal effect; nearly all actives have a fitted effect of over 60% in size; many of its hits are not listed in these tables
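Enzyme 50 nM, AA 45 uM, 25 mM Hepes pH 7.5 + 0.01% Triton X-100; cpd preinc 15 min RT, rxn 90 min RT; stop/detect with 200 uM XO + 300 uM Fe(II) in 50 mM H2SO4, 30 min; A573/A405.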
PNC inhibitor = High Content Assay for Compounds that inhibit the Assembly of the Perinucleolar Compartment | PC3M PTB-GFP, PNC prevalence imaging, 16 h; stronger effect = lower value | activity change (PNC), negative = inhibition, % at 10 µM | hit rate 3.1% among 140,000;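 active means readout at or below -70, meaning at least 70% loss of cells showing the perinucleolar compartment, a nuclear body marking cancer cells; inconclusive means readout between -30 and a set limit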;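 further: plate controls were DMSO wells for no effect and camptothecin positive control wells for full effect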
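Read-out is percentage of cells bearing a perinucleolar compartment, from automated 20x imaging of fixed, Hoechst-stained PC3M PTB-GFP cells. Cells were seeded 4 h, then exposed 16 h to compound (23 nl of library stock) in duplicate plates.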
* hit, by the source's call; ? = inconclusive; nt = no result given; [ ] = dose if it differs, or a comment. Unless noted, the call rests on the fitted dose curve; in most records, active means well fitted curve in the direction sought with a large enough effect; inconclusive means small, poorly fitted or top-dose-only effect, or another doubt; inactive means no such curve, though single readings can be large; an effect the other way counts as inactive or inconclusive. Unless noted, on the % scale 0 is the no-effect control and ±100 the full control effect. These rows are one share of the data (hit frequency here may not be typical).

smiles | IMPase cell inh | ALOX12 inhib | 15-hLO-2 inh | PNC inhibitor
COC(=O)C(Cc1ccc(OC(=O)c2ccc(C(F)(F)F)cc2)cc1)N1Cc2ccccc2C1=O (stereo not given) | 6 | -4% | -9% | -6
O=C(CCCCCN1C(=O)c2ccccc2C1=O)NCc1ccco1 | 9 | 1% | 4% | 4
Cc1cc(Cl)cc2c1NC(=O)[C@]21[C@@H]2C(=O)N(Cc3ccccc3)C(=O)[C@@H]2[C@@H]2CCCN21 | -3 | -18% | -13% | 6
COc1ccc(N(CC(=O)N2CC=C(c3ccccc3)CC2)S(=O)(=O)c2c(C)noc2C)cc1 | 14 | 1% | 6% | 5
CCCCOc1ccc(N2C(=O)CC(N(CCc3ccccc3)C(=O)/C=C/C(=O)O)C2=O)cc1 (stereo not given) | nt | 2% | nt | 43
COc1ccc(C(=O)c2c(C(F)(F)F)oc3c2C(=O)c2ccccc2C3=O)cc1 | 10 | 1% | -14% | ?
COc1cc(/C=C2/C(=O)NN(c3cccc(F)c3)C2=O)ccc1OC(=O)c1ccco1 | 2 | -4% | nt | -81*
COc1cc(C2C3=C(CC(C)(C)CC3=O)Nc3c2c(=O)[nH]c(=O)n3Cc2ccccc2)ccc1O (stereo not given) | nt | -3% | nt | 27
CC1=CC(C)C2(CO)COC(c3cccnc3)C1C2C (stereo not given) | nt | 3% | nt | 14
CCN1CCCC1CNC(=O)Cn1cccc1C(=O)c1ccccc1 (stereo not given) | 0 | 3% | 2% | -23
Cc1cccc(-c2c3c(=O)n(C)c(=O)n(C)c3c3cccnn23)c1 | 20 | -7% | -6% | -27
OC(CCCN1CCC(O)(c2ccc(Cl)cc2)CC1)c1ccc(F)cc1 (stereo not given) | nt | -11% | nt | 9
O=C(Nc1ccc([N+](=O)[O-])cc1)C1(c2ccccc2)CCOCC1 | nt | -2% | nt | 6
CCS(=O)(=O)N1CCN(CC2CC3C=CC2C3)CC1 (stereo not given) | 1 | -1% | -14% | 25
CC(/C=N/NC(=O)Cc1cc(=O)[nH][nH]1)=C\c1ccccc1 | 2 | -9% | 50%[activator] | -3
Cc1ccc(SCC2(O)CCN(C(=O)c3ccc(Cl)cc3)CC2)cc1 | 7 | -12% | -6% | 28
COc1ccc(-n2nc([N+](=O)[O-])c(=NCc3ccc4c(c3)OCO4)n2O)cc1 | nt | -2% | nt | 50
CCOC(=O)CS(=O)(=O)c1nc(-c2ccccc2)cc(C(F)(F)F)n1 | 12 | -10% | -21% | ?
O=c1[nH]c(=O)n(CCOc2ccc(Cl)cc2)cc1Br | 1 | 0% | -11% | 15
COc1cc(-c2noc(CCCC(=O)NCc3ccccc3)n2)cc(OC)c1OC | 0 | 7% | -8% | ?
O=C1/C(=C/Nc2cccc([N+](=O)[O-])c2)CCc2ccccc21 | nt | -7% | nt | 33
O=C(COC(=O)c1ccc(Br)cc1)NCc1ccccc1 | -2 | 0% | nt | 37
COCCOC(=O)C1=C(C)N=C2SCCC(=O)N2C1c1cccc(Br)c1 (stereo not given) | 4 | 3% | -1% | ?
O=C(C(Cc1ccccc1)n1cccc1)N1CCN(c2ccccc2)CC1 (stereo not given) | 10 | -16% | 8% | -4
CC1CCN(C(=O)c2ccc3c(c2NCCO)C(=O)c2ccccc2C3=O)CC1 | ? | -5% | -6% | ?
COc1ccc(/C=N/NC(=O)CN2CCSCC2)cc1C | nt | -5% | nt | 41
Cc1cccc(C(=O)O/N=C2\CCS(=O)(=O)c3sccc32)c1 | -4 | 8% | 17% | 11
C=CCNc1nc2c(c(=O)n(C)c(=O)n2C)n1CC | -7 | 7% | nt | ?
O=C(CN1CCSCC1)N1CCc2[nH]c3ccc(Br)cc3c2C1 | 9 | -3% | 5% | ?
Cn1c(N2CCCC2)nc2c1c(=O)n(Cc1cccc(F)c1)c(=O)n2C | 0 | -13% | -13% | -6
COc1cccc(NC(=O)COc2nc3ccccc3nc2C)c1 | nt | 0% | nt | 27
COc1ccc(-c2nnc(SCC(=O)NC3CCCCC3)o2)cc1OC | 4 | -1% | 8% | -13
O=C(CCCN1C(=O)c2ccccc2C1=O)Oc1ccc(Cl)cc1 | -2 | -10% | -5% | -11
C(=C\c1ccccc1)/C=N/Nc1nc2ccccc2s1 | -2 | -20% | -10% | -8
NC(=O)C1(N2CCCCC2)CCN(CC(=O)Nc2ccccc2Sc2ccccc2)CC1 | 14 | 7% | 11% | 70
Cc1nn(-c2ccccc2)c(OC(=O)c2cccs2)c1S(=O)(=O)c1ccccc1 | 9 | 7% | -3% | 27
Cc1ccc(NC(=S)NN2CCOCC2)c(C)c1 | 3 | -10% | -10% | -27
CC(C)(C)c1csc(SCC(=O)Nc2ccc(Cl)cn2)n1 | 8 | -4% | nt | -4
CCOC(=O)CN1C(=O)N[C@@H](c2ccccc2)C(C(C)=O)=C1C | nt | 1% | nt | 16
Cc1oc2c(CN3CCOCC3)c(O)ccc2c(=O)c1-c1ccc(Br)cc1 | 2 | -1% | 8% | -19
CC(=O)c1ccccc1OCCOCCOc1ccccc1C(C)=O | nt | 2% | nt | 23
CC(C)Oc1cccc(-n2c(CCc3c[nH]c4ccc(Br)cc34)nc3ccccc3c2=O)c1 | 0 | -5% | 19% | nt
CC(NC(=O)C1(S(=O)(=O)c2ccc(Cl)cc2)CC1)c1ccccc1 (stereo not given) | nt | 1% | nt | -28
COCCn1c(SCC(=O)Nc2cc(C(C)(C)C)nn2-c2ccccc2)nnc1-c1ccncc1 | -3 | 3% | nt | 17
O=C(CSc1nnnn1-c1ccc(F)cc1)Nc1ccc(N2CCOCC2)c(Cl)c1 | 1 | -1% | 2% | 26

Ordered by molecular weight (smallest number first): three of the compounds above
smiles | IMPase cell inh | ALOX12 inhib | 15-hLO-2 inh | PNC inhibitor
Cc1ccc(NC(=S)NN2CCOCC2)c(C)c1 | 3 | -10% | -10% | -27
C(=C\c1ccccc1)/C=N/Nc1nc2ccccc2s1 | -2 | -20% | -10% | -8
COc1cccc(NC(=O)COc2nc3ccccc3nc2C)c1 | nt | 0% | nt | 27

Returning to the listing; the five compounds before the break are reprinted first.
smiles | IMPase cell inh | ALOX12 inhib | 15-hLO-2 inh | PNC inhibitor
CC(=O)c1ccccc1OCCOCCOc1ccccc1C(C)=O | nt | 2% | nt | 23
CC(C)Oc1cccc(-n2c(CCc3c[nH]c4ccc(Br)cc34)nc3ccccc3c2=O)c1 | 0 | -5% | 19% | nt
CC(NC(=O)C1(S(=O)(=O)c2ccc(Cl)cc2)CC1)c1ccccc1 (stereo not given) | nt | 1% | nt | -28
COCCn1c(SCC(=O)Nc2cc(C(C)(C)C)nn2-c2ccccc2)nnc1-c1ccncc1 | -3 | 3% | nt | 17
O=C(CSc1nnnn1-c1ccc(F)cc1)Nc1ccc(N2CCOCC2)c(Cl)c1 | 1 | -1% | 2% | 26
Cc1ccc(S(=O)(=O)/N=C(/Nc2ccccn2)c2ccc(Cl)cc2)cc1 | -10 | -4% | nt | -85*
N#CC1=C(N)SC(N)=C(C#N)C1c1c(Cl)cccc1Cl | -21 | -27% | -21% | ?
CCc1nnc(NC(=O)CSc2nc(-c3ccccc3)cc(-c3ccc(OC)cc3)c2C#N)s1 | nt | 2% | nt | 33
COC(=O)/C=C/CSC1=N/C(=C/c2ccc(-n3cncn3)cc2)C(=O)N1 | 3 | 4% | -9% | -14
COC(=O)c1ccc(C2C(Oc3ccccc3C)C(=O)N2CCc2ccc(OC)c(OC)c2)cc1 (stereo not given) | 12 | -28% | 1% | 20
COc1ccc2nc(NC(=O)c3cc(C)oc3C)sc2c1 | -10 | -6% | nt | 103
Clc1ccc(-c2nnc(-c3ccccc3)o2)c(Cl)c1 | 1 | -8% | -4% | 40
CC(C)n1c(-c2cccnc2)nc2cnccc21 | 1 | 2% | nt | -100*
COC(=O)Nc1sccc1C(=O)Nc1sccc1C(=O)OC | -5 | -3% | -25% | ?
Cc1nnc(SCC(=O)Nc2ccccc2C(=O)NC2CC2)s1 | -5 | -3% | nt | -22
CCCCNS(=O)(=O)c1ccc2nc(SCC(=O)c3ccccc3OC)[nH]c2c1 | 2 | -4% | -4% | -6
CCOc1ccc(NS(=O)(=O)c2ccc(OCC(=O)NCCCOC)cc2)cc1 | 5 | 0% | -2% | ?
CCc1ccc(NC(=O)c2ccccc2NC(=O)C2CCCO2)cc1 (stereo not given) | -1 | -1% | 3% | 12
O=C(/C=C/NNC(=O)c1ccc(Br)cc1)c1ccccc1 | 7 | ? | -23% | -4
O=C(NCC(=O)N1CCC(N2CCCCC2)CC1)C1CCCCC1 | 12 | -11% | 2% | -13
O=S(=O)(NCCCCCNS(=O)(=O)c1ccc(F)cc1)c1ccc(F)cc1 | 4 | -5% | 2% | -9
FC(F)(F)c1cccc(-c2noc(CN3CCOCC3)n2)c1 | 1 | -1% | -9% | 0
O=C(c1cccc2c1C(=O)N(Cc1cccnc1)C2)N1CCN(c2ccccc2)CC1 | 0 | 4% | -3% | -3
Cc1ccc(C(=O)COC(=O)c2ccccc2NC(=O)c2ccccc2)cc1[N+](=O)[O-] | nt | -2% | nt | 182
Cc1ccc2oc(=O)n(CC(=O)OC(C)C)c2c1 | -3 | -1% | nt | 2
CC(C)Nc1nc(NC(C)C)nc(N(C)C#N)n1 | 1 | -6% | -2% | 0
CSc1ccc(NC(=O)N2CCN(c3nc4ccccc4s3)CC2)cc1 | 6 | 8% | -2% | -5
CCOC(=O)CN1CC23C=CC(O2)C(C(=O)Nc2ccc4c(c2)OCO4)C3C1=O (stereo not given) | -3 | 0% | nt | 70
COc1cccc(N2CC(O)Cn3c2nc2c3c(=O)n(CCCc3ccccc3)c(=O)n2C)c1 (stereo not given) | 10 | -5% | -3% | 12
O=C(CN1CCN(c2ccccc2O)CC1)NNC(=O)c1ccc(Cl)cc1 | nt | 1% | nt | -1
Clc1ccccc1COc1ccccc1-c1nnco1 | 8 | -2% | -2% | 25
COc1ccccc1NC(=O)CN(c1ccc(C)cc1)S(=O)(=O)c1c(C)n[nH]c1C | 9 | ? | 2% | ?
CCCCOc1ccc(C(=O)N/C(=C\c2ccc([N+](=O)[O-])cc2)C(=O)OCc2ccco2)cc1 | nt | 5% | nt | 14
N#CCCNC(=O)CCN1CCCCC1 | 7 | -7% | 1% | -20

One compound at a time, from the list above.
FC(F)(F)c1cccc(-c2noc(CN3CCOCC3)n2)c1 as listed: IMPase cell inh = 1; ALOX12 inhib = -1%; 15-hLO-2 inh = -9%; PNC inhibitor = 0
Cc1ccc(C(=O)COC(=O)c2ccccc2NC(=O)c2ccccc2)cc1[N+](=O)[O-] as listed: IMPase cell inh = nt; ALOX12 inhib = -2%; 15-hLO-2 inh = nt; PNC inhibitor = 182
